D3 antag = D3 dopamine receptor (human) antagonism; P35462; D3R cells, DiscoveRx beta-arrestin luminescence, antagonist mode; active compounds read low; max response, negative = inhibition, %; AID 652054; 360,000 compounds, 2.5% hits; in the data active = max response below about -50%; inconclusive = no clear call, values can overlap the other calls; also: % is scaled to controls: 0 for no effect and ±100 for the full control effect; mostly tested at two doses, the higher about 12 µM
Target sequence (P35462 whole entry, looked up): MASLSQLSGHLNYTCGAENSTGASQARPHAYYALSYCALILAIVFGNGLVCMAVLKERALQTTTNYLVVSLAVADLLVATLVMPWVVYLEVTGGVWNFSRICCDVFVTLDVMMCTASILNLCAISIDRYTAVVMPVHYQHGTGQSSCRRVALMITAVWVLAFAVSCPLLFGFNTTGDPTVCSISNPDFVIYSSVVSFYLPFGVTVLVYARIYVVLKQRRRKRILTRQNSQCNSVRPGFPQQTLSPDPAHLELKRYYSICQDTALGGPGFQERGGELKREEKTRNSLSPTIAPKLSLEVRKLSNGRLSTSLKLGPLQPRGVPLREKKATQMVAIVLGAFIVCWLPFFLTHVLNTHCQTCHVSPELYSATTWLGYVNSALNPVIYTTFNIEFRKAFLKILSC
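Cells plated overnight at 1500 cells/well, then exposed to library compounds with dopamine controls for 90 minutes at 37 degrees C. DiscoveRx reagent added for 30–60 minutes at room temperature; luminescence read, quantitative HTS format.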
KB-3-1 cytotox = kills parental KB-3-1 adenocarcinoma cells | KB-3-1 viability, CellTiter-Glo ATP luminescence, 72 h | Potency, µM (titrated, usually from 46.1 µM), without a hit: top-dose activity change, negative = cytotoxic, hits mostly cytotoxic | 400,000 compounds, 1.4% hits | AID 1347075; also: potency is read from the fitted curve at half-maximal effect; % is scaled to controls: 0 for no effect and ±100 for the full control effect; nearly all actives have a fitted effect of over 60% in size
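KB-3-1 parental drug-naive adenocarcinoma cells in DMEM/10% FBS, incubated 72 h at 37 C with pin-transferred compounds across a concentration series. Viability by CellTiter-Glo luminescence; concentration-response curves fitted after normalization.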
GLP-1R agonist = GLP-1 receptor (human) agonism | HEK293 GLP-1R CRE-luciferase, luminescence, 4-6 h; cells express a hypersensitive GLP-1R form | Potency, µM (titrated, usually from 45.6 µM), inactives show at the highest dose activation, hits mostly activators | 380,000 compounds, 0.007% hits | AID 624172; also: potency is read from the fitted curve at half-maximal effect; % of control where 0% means no effect
Target sequence (P43220 whole entry, looked up): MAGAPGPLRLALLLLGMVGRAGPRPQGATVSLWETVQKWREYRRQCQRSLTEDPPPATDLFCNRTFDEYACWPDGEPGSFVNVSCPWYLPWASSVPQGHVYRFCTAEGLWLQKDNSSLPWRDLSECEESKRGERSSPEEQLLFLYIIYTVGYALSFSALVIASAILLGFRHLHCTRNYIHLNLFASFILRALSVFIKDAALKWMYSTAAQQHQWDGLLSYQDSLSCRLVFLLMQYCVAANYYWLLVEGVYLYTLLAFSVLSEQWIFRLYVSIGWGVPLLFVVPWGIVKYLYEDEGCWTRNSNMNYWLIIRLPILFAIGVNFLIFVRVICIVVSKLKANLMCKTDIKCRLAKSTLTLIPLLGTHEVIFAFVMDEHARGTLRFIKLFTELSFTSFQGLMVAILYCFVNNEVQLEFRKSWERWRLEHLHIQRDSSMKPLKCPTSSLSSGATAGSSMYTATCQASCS
SW480 rerep = DNA re-replication induction in SW480 cells; SW480 DNA re-replication, Hoechst DNA content imaging, 48 h; Potency, µM (titrated, usually from 46.1 µM), inactives show at the top dose re-replication activation, most hits filed as activators; 340,000 compounds, 1.8% hits; also: potency is read from the fitted curve at half-maximal effect; % of control where 0% means no effect; nearly all actives have a fitted effect of over 55% in size
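First, 250 cells per well were seeded. Next, compound or vehicle (23 nL) was pinned in, plates sat 48 hr at 37 C. Finally Hoechst was added for 40 min before fluorescence scanning.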
IL1B secr inh = inhibitors of inflammasome signaling (IL-1 beta secretion); THP-1 LPS/ATP IL-1B secretion, AlphaLISA, 16 h; active compounds read low; activity change, % at 57.5 µM; 360,000 compounds, 4.7% hits; AID 743279; in the data active = activity change below about -50%; inconclusive = mostly about -30% to -49%; also: % is scaled to controls: 0 for no effect and ±100 for the full control effect
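Secreted IL-1B measured by AlphaLISA bead assay after 16 h compound exposure of THP-1 cells; compounds (final up to 57.5 uM) added 1 h before LPS (250 ng/mL) and ATP (1.25 mM) stimulation; lower signal means less secretion.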
KB-V1 MDR tox = kills drug-selected multidrug resistant KB-V1 cells. 400,000 compounds, 3.4% hits. AID 1347076. KB-V1 MDR cells viability, CellTiter-Glo, 72 h. Potency, µM (titrated, usually from 46.1 µM), without a hit: at the highest dose activity change, negative = cytotoxicity, most hits filed as cytotoxic; also: potency is read from the fitted curve at half-maximal effect; % is scaled to controls: 0 for no effect and ±100 for the full control effect; nearly all actives have a fitted effect of over 60% in size
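Cytotoxicity toward P-gp-expressing KB-V1 cells was determined as loss of CellTiter-Glo luminescence after 72 h at 37 degrees C. Compounds were tested in quantitative HTS format across a concentration range, with curves fitted to normalized data.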
HT1080 IDH1KD tx = HT-1080 IDH1 knockdown cell toxicity (counter line); HT-1080 IDH1 knockdown viability, ATP luminescence, 48 h; Potency, µM (series often up to 46.1 µM), without a hit: top-dose activity, negative = toxicity, actives largely listed as cytotoxic; 360,000 compounds, 2% hits; AID 686971;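 also: potency is read from the fitted curve at half-maximal effect; 0% = DMSO wells and -100% = cell-free medium wells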
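IDH1KD HT-1080 cells, 750/well, RPMI + 5% FBS; compound pinned after 2 h settling; 48 h, 37 °C; CellTiter-Glo luminescence; % activity normalised to DMSO and no-cell wells; curves fitted, classed by r2 and efficacy.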
HT1080NT lethal = kills 2HG-producing HT-1080-NT fibrosarcoma cells | AID 686970 | HT-1080-NT fibrosarcoma viability, CellTiter-Glo ATP luminescence, 48 h | 360,000 compounds, 1.6% hits | Potency, µM (doses to about 46.1 µM), for the others: top-dose activity, negative = less viability, hits mostly cytotoxic;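 also: NT is the 2HG producing partner of a matched IDH1 knockdown line; potency is read from the fitted curve at half-maximal effect; 0% = DMSO-treated cells and -100% = media-only wells without cells; nearly all actives have a fitted effect of over 55% in size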
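Luminescent CellTiter-Glo readout after 48 hours of compound exposure at 37 degrees C defined viability of HT-1080-NT cells. Activity was normalized to DMSO wells and cell-free media wells; concentration-response curves were fitted and assigned curve classes.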
D3 ag = activates the human D3 dopamine receptor; D3R DiscoveRx beta-arrestin cells, luminescence, 90 min; max activation, %; 410,000 compounds, 0.58% hits; in the data active = max activation above about 30%; also: 0% is about no effect; mostly tested at two doses, the higher about 12 µM
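Agonist-mode cell screen: cells plated at 1500/well and incubated overnight at 37 °C, then exposed to library compounds for 90 min at 37 °C. Detection reagent was added for 30–60 min at room temperature, and luminescence was read.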
Active calls of the source: *; ? = inconclusive; . = no result given; & = joins results of further samples; [ ] = another dose, or the depositor's remark. Unless noted, calls follow the shape of the dose curve; as a rule, active = well fitted curve in the direction sought with a large enough effect; inconclusive = small, poorly fitted or top-dose-only effect, or another doubt; inactive = no such curve, though single readings can be large; an effect the other way counts as inactive or inconclusive. Random draw from the library, and some 12% of all compounds hit somewhere here.

Keys: A = D3 antag; B = KB-3-1 cytotox; C = GLP-1R agonist; D = SW480 rerep; E = IL1B secr inh; F = KB-V1 MDR tox; G = HT1080 IDH1KD tx; H = HT1080NT lethal; I = D3 ag
1: CCn1c(SCC(O)c2ccccc2)nnc1-c1ccccc1 (configuration not stated)
  A: 3	B: -4%	C: 4%	D: 0%	E: -11	F: -4%	G: -2%	H: 6%	I: 0

2: CC(=O)Nc1ccc(S(=O)(=O)N2CCN=C2SCc2ccc(C)cc2)cc1
  A: 10	B: -6%	C: ?	D: -2%	E: -25	F: 23%	G: -12%	H: -3%	I: 10

3: FC(F)(F)c1cnc(-c2cnc(-c3ccccn3)nc2)c(Cl)c1
  A: -12	B: -7%	C: 0%	D: 1%	E: -5	F: ?	G: 30%	H: ?	I: 2

4: CCC(NC(=O)Cc1c(C)c2c(cc(C)c3c(C)c(C)oc32)oc1=O)C(=O)O (configuration not stated)
  A: 3	B: 1%	C: -5%	D: 1%	E: 9	F: 36%	G: 0%	H: 2%	I: 2

5: Cc1ccc(CN2CCN(CC(=O)NCc3ccccc3)CC2)cc1
  A: -13	B: -1%	C: 0%	D: 0%	E: -6	F: -15%	G: 13%	H: 12%	I: -1

6: O=C1C(=O)N(CCN2CCCCC2)c2ccccc21
  A: -4	B: -3%	C: 2%	D: 0%[9.22 µM]	E: 40	F: 16%	G: -6%	H: 11%	I: -8

7: COc1ccc(Cl)cc1C(=O)NCC(=O)OCc1ccccc1
  A: 4	B: -8%	C: 11%	D: -557%	E: 19	F: 23%	G: 10%	H: 17%	I: 1

8: CCCCOc1ccc(C(=O)NCc2ccncc2)cc1
  A: 12	B: -4%	C: -11%	D: 5%	E: -4	F: ?	G: -19%	H: -15%	I: 2

9: CCOC(=O)C1CCCN(C(=O)c2c(-c3ccccc3)noc2C)CC1 (configuration not stated)
  A: 18	B: 6%	C: 2%	D: .	E: 6	F: ?	G: 2%	H: 22%	I: -2

10: COc1ccc(NC(=O)C2Cc3c(-c4cccc(C(N)=O)c4)ccnc3O2)cc1OC (configuration not stated)
  A: 0	B: -22%	C: -2%	D: .	E: 16	F: -12%	G: ?	H: ?	I: 39*

11: COc1cccc(OCC(=O)Nc2cc(Cl)ccc2Oc2ccccc2)c1
  A: 36	B: ?	C: 23%	D: -5%	E: -2	F: -1%	G: 1%	H: 6%	I: 14

12: CN(C)S(=O)(=O)c1cccc(NC(=O)c2cccc(S(=O)(=O)N3CCc4ccccc43)c2)c1
  A: 4	B: ?	C: -4%	D: 1%	E: 20	F: -18%	G: ?	H: ?	I: 1

13: O=C(Nc1nc(-c2ccccn2)cs1)c1cc2ccccc2o1
  A: -2	B: ?	C: 5%	D: ?	E: 75	F: ?	G: ?	H: -25%	I: -8

14: O=C(CNC(=O)c1ccccc1)OCc1cccc(Br)c1
  A: 11	B: -3%	C: 4%	D: -2%	E: 0	F: 7%	G: 7%	H: 5%	I: 3

15: CCNC(=S)Nc1ccc2cn[nH]c2c1
  A: 0	B: 0%	C: 1%	D: -6%	E: -8	F: -1%	G: 21%	H: 24%	I: 11

16: CCCOc1cccc(C(=O)Nc2ccccc2C(=O)N2CCN(C)CC2)c1
  A: -9	B: -2%	C: 2%	D: -6%	E: 0	F: ?	G: -3%	H: 4%	I: 3

17: COc1ccc(C(=O)NC(=S)NNC(=O)c2ccc(O)cc2)cc1[N+](=O)[O-]
  A: 19	B: 13%	C: 2%	D: -119%[inhibitor]	E: -2	F: 8%	G: -24%	H: 1%	I: 16

18: O=C(NCCCC1CCCC1)C1CCC(=O)N(Cc2cccc(F)c2)C1 (configuration not stated)
  A: -15	B: -5%	C: 0%	D: -3%	E: 16	F: 10%	G: -8%	H: -16%	I: -9

19: O=C(COC(=O)c1ccccn1)Nc1ccccc1Cl
  A: -13	B: -3%	C: -9%	D: 9%	E: 24	F: -17%	G: -3%	H: 0%	I: -11

20: Cc1nnc(SCc2nnc(-c3ccccc3Br)o2)s1
  A: 4	B: 5%	C: 15%	D: 4%	E: 1	F: ?	G: 6%	H: 4%	I: -4

21: CC(C)c1nc2oc3c(NCC4CCCO4)ncnc3c2c2c1COC(C)(C)C2 (configuration not stated)
  A: -10	B: 23%	C: 5%	D: -7%	E: 0	F: ?	G: -2%	H: 1%	I: -2

22: CCCc1[nH]nc2c1C(c1ccc(OCCN3CCOCC3)c(OCC)c1)C(C#N)=C(N)O2 (configuration not stated)
  A: -6	B: 12%	C: -6%	D: -2%	E: -7	F: 11%	G: -12%	H: -3%	I: 3

23: Nc1sc(-c2ccccc2)cc1C(=O)N1CCN(c2ccccc2)CC1
  A: 4	B: -7%	C: .	D: .	E: -26	F: -2%	G: -2%	H: -27%	I: 4

24: COc1cc(/C=N/NC2=NS(=O)(=O)c3ccccc32)cc(OC)c1OC
  A: -10	B: 1%	C: 5%	D: -7%	E: 16	F: -4%	G: 7%	H: 7%	I: -7

25: Cc1ccccc1NS(=O)(=O)CCCCC(Cl)(Cl)Cl
  A: -3	B: -4%	C: 18%	D: -1%	E: -9	F: ?	G: -6%	H: -5%	I: -8

26: Cn1c(=O)c2c([nH]c(=O)n2C)n(Cc2ccccc2)c1=O
  A: 12	B: -3%	C: -1%	D: 12%	E: 12	F: 21%	G: 14%	H: 10%	I: 22

27: C=CCN(c1ccccc1)S(=O)(=O)c1cccc(C(=O)Nc2ncccc2O)c1
  A: -15	B: -3%	C: 6%	D: ?	E: -10	F: -9%	G: -2%	H: -10%	I: -9

28: Cc1cc(NC(=O)c2cc([N+](=O)[O-])cc([N+](=O)[O-])c2)no1
  A: 8	B: ?	C: -4%	D: 0%	E: 97	F: -14%	G: -5%	H: -6%	I: -16

29: CC(CN1CCCCC1)OC(=O)c1cc2ccccc2o1 (configuration not stated)
  A: ?	B: 1%	C: -5%	D: -1%	E: 1	F: ?	G: -2%	H: -1%	I: -13

30: CCN(CC)c1nc(N)c2c(N)nc(OC)cc2c1C#N
  A: -13	B: -22%	C: 6%	D: 1%	E: -2	F: ?	G: 0%	H: 4%	I: -20

Exported in transposed form: part of the list above.
#23 Nc1sc(-c2ccccc2)cc1C(=O)N1CCN(c2ccccc2)CC1
#24 COc1cc(/C=N/NC2=NS(=O)(=O)c3ccccc32)cc(OC)c1OC
#25 Cc1ccccc1NS(=O)(=O)CCCCC(Cl)(Cl)Cl
#26 Cn1c(=O)c2c([nH]c(=O)n2C)n(Cc2ccccc2)c1=O

compound no. | 23 | 24 | 25 | 26
D3 antag | 4 | -10 | -3 | 12
KB-3-1 cytotox | -7% | 1% | -4% | -3%
GLP-1R agonist | . | 5% | 18% | -1%
SW480 rerep | . | -7% | -1% | 12%
IL1B secr inh | -26 | 16 | -9 | 12
KB-V1 MDR tox | -2% | -4% | ? | 21%
HT1080 IDH1KD tx | -2% | 7% | -6% | 14%
HT1080NT lethal | -27% | 7% | -5% | 10%
D3 ag | 4 | -7 | -8 | 22

Next part:
Keys: A = D3 antag; B = KB-3-1 cytotox; C = GLP-1R agonist; D = SW480 rerep; E = IL1B secr inh; F = KB-V1 MDR tox; G = HT1080 IDH1KD tx; H = HT1080NT lethal; I = D3 ag
31: NS(=O)(=O)c1ccc(NC(=O)c2ccc(Cl)c(S(=O)(=O)NCc3ccco3)c2)cc1
  A: 1	B: -6%	C: 6%	D: ?	E: 34	F: 3%	G: 0%	H: 0%	I: -10

32: COc1ccc(S(=O)(=O)Nc2c(C)nc3nc[nH]n3c2=O)cc1
  A: -5	B: -18%&0%	C: 5%	D: ?	E: -3	F: 5%&8%	G: 13%	H: 7%	I: 5&1

33: Cc1ccc(S(=O)(=O)CC(C)N2CCOCC2)c(S(=O)(=O)CC(C)N2CCOCC2)c1 (configuration not stated)
  A: 9	B: 8%	C: -11%	D: -17%	E: -1	F: 2%	G: 3%	H: 5%	I: -4

34: O=C(NCCc1ccccc1)c1cccc([N+](=O)[O-])c1
  A: 9	B: 0%	C: 3%	D: -5%	E: -8	F: 18µM*	G: 9%	H: 10%	I: -3

35: CCOc1ccc(S(=O)(=O)N2CCCC(C(=O)NCc3ccccc3)C2)cc1 (configuration not stated)
  A: -2	B: .	C: -5%	D: -5%	E: 5	F: .	G: 6%	H: 0%	I: 6

36: COc1ccc(CNC(=O)COC(=O)c2ccc(Br)c(S(=O)(=O)N3CCOCC3)c2)cc1
  A: 9	B: 6%	C: 8%	D: -6%	E: 33	F: 7%	G: -9%	H: 13%	I: 5

37: Cc1ccc(SCC(=O)OCC(=O)N(C)CC(=O)Nc2ccc(F)cc2)cc1C
  A: 28	B: -9%	C: -11%	D: 6%	E: 13	F: 5%	G: -17%	H: -7%	I: -2

38: O=C(NCCNC(=O)c1ccc(Cl)cc1Cl)c1ccco1
  A: -18	B: -4%	C: 5%	D: -10%	E: 1	F: 0%	G: -3%	H: -6%	I: 2

39: Cc1ccc(C23CC4CC(CC(C(=O)NC(C)C)(C4)C2)C3)cc1
  A: 10	B: -21%	C: -4%	D: -2%	E: -20	F: ?	G: -1%	H: -4%	I: 1

40: CC1CCCC(NC(=O)CCC(=O)N2CCOc3ccccc32)C1C (configuration not stated)
  A: -18	B: 0%	C: -3%	D: 4%	E: 47	F: ?	G: 11%	H: -2%	I: -14

41: CCC(=O)Nc1cccc(-c2nnc(-c3cccc(NC(=O)CC)c3)o2)c1
  A: 11	B: -13%	C: -2%	D: 2%	E: 8	F: -13%	G: 10%	H: 11%	I: 12

42: Fc1ccc(CNc2nc(-c3ccco3)cc(C(F)(F)F)n2)cc1
  A: 13	B: 3%	C: -6%	D: 16%	E: -2	F: 2%	G: -21%	H: -26%	I: -4

High-throughput results from PubChem.
